Screening results: PubChem BioAssay, several laboratories
Rev-erbA mod = Rev-erb alpha (human) modulation; P20393; Rev-erbα–FITC-DNA binding, fluorescence polarization, 90 min; activity, % at 10 µM; actives 0.79% (n = 370,000); AID 1259318;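 active = activity above about 14%, limit read from the data; passing the limit was not always enough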;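 also: 0% = DMSO wells with 35 nM protein and 100% = DMSO wells with 750 nM protein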
Target sequence (P20393 whole entry, looked up): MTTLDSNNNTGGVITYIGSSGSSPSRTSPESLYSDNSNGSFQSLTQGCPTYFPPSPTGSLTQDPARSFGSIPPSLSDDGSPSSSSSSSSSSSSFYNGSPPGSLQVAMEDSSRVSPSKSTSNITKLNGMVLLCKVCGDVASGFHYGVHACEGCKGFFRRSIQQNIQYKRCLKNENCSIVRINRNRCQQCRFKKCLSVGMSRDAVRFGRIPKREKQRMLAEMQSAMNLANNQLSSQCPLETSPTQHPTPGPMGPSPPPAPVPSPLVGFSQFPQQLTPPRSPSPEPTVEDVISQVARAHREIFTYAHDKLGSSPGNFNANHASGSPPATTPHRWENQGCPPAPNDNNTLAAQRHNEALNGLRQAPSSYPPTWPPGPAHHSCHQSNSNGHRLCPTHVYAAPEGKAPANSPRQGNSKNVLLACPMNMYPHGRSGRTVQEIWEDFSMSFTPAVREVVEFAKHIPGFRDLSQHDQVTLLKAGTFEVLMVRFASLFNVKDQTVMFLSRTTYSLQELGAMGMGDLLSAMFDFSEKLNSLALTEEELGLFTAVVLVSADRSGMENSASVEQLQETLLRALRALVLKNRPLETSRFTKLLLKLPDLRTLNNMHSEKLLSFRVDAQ
ssDAF-12 act = S. stercoralis DAF-12 activation, primary screen; HEK293 ssDAF-12/GRIP1 lit1-tk-luc reporter, luminescence; % of 3 µM dafachronic acid response; activation, % at 6.8 µM; actives 1% (n = 370,000); AID 652126;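 active = activation above the mean over all tested compounds plus 3 SD, cut at about 0.9% in these data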;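 also: 0% = DMSO-only wells and 100% = 3 µM delta7-dafachronic acid wells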
PLCb3 inh = inhibitors of human phospholipase C beta3; Q01970; Purified PLC-beta3, fluorogenic substrate, fluorescence; inhibition, % at 12.2 µM; actives 0.18% (n = 370,000); AID 720704; in the data active = inhibition above about 11%;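 also: 0% = median of compound wells on plate and 100% = full blocker control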
SMARCA2 activ = SMARCA2 function activation, primary screen | MG213 cells, MMTV-luciferase reporter, dexamethasone, overnight | actives 1% (n = 370,000) | activation, % at 9.1 µM | AID 652017; in the data active = activation above about 7.8%;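 also: 0% = vehicle wells and 100% = reference activator wells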
DAX1 inh-1 = inhibitors of human orphan nuclear receptor DAX1 (NR0B1). actives 0.99% (n = 340,000). P51843. AID 504766. HEK293 Gal4-DAX1 luciferase reporter, luminescence. inhibition, % at 6.75 µM;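 active = inhibition above the mean over all tested compounds plus 3 SD, cut at about 4.2% in these data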;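 also: 0% = DAX1-transfected cells with DMSO and 100% = empty-vector control cells with DMSO; inhibition shows as a rise in luminescence from relieved DAX1 repression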
Target sequence (P51843 207-470 limits assumed): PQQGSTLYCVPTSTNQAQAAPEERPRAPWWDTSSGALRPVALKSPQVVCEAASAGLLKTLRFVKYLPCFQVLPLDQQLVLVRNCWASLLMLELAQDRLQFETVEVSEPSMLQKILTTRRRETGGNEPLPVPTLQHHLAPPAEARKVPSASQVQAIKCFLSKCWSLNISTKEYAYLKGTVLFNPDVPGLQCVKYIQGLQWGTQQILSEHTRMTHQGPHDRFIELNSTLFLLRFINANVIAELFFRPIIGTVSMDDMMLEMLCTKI
hcDAF12 agonist = H. contortus DAF-12 activation, primary screen. activation, % at 6.8 µM. HEK293 hcDAF-12 lit1-tk-luc reporter, luminescence; 0% DMSO, 100% Δ7-dafachronic acid. actives 1.4% (n = 370,000);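 active = activation above the mean of all tested compounds plus 3 SD, cut at about 5.5% in these data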;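 also: 100% = response to 3 µM Δ7-dafachronic acid high control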
HGIII-sPLA2 inh = Blocks human group III sPLA2 activity. inhibition, % at 12.2 µM. QFRET BODIPY PC-A2 liposome hydrolysis, fluorescence. AID 743126. Q9NZ20. actives 0.56% (n = 370,000);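 active = inhibition above mean plus 3 SD of compounds lying within the high and low control bounds, cut at about 19% in these data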;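 also: 0% = median of test compound wells and 100% = no enzyme DMSO wells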
FXN GAA850 act = increases GAA850 frataxin promoter reporter activity. HEK293 lucGAA850 FXN promoter luciferase reporter, 24 h; percent of 10 µM SAHA response. activation, % at 6 µM. actives 0.56% (n = 360,000). AID 540364;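 active = activation above the average of all compounds screened plus 3 SD, cutoff fixed separately per campaign, cut at about 7.5% in these data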;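 also: 0% = DMSO wells and 100% = 10 µM SAHA wells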
DAX1 inh-2 = inhibitors of DAX1 repression of SF-1 activated StAR promoter; HEK293T StAR-luciferase reporter, SF-1/DAX-1 repression relief; inhibition, % at 6.8 µM; actives 1.1% (n = 370,000); AID 652010;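 active = inhibition above the mean over all tested compounds plus 3 SD, cut at about 3.6% in these data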;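 also: 0% = DAX-1 cells with DMSO and 100% = cells lacking DAX-1 with DMSO; higher inhibition means more luminescence from relief of DAX-1 repression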
PG9 Ab binder = small molecules binding HIV-1 gp120 antibody PG9; actives 0.43% (n = 360,000); inhibition, % at 6.7 µM; TR-FRET gp120-PG9 antibody binding; in the data active = inhibition above about 8.5%
hgDAF-12 ag = hgDAF-12 agonism, primary luciferase screen | HEK293 GAL4-hgDAF12 UAS-luciferase reporter, agonist luminescence; normalized to butyrate control | activation, % at 6.8 µM | actives 1.8% (n = 370,000);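 active = activation above a cutoff set at the mean of all screened compounds plus 3 SD, cut at about 10% in these data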;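 also: 0% = DMSO wells and 100% = sodium butyrate wells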
* hit, by the source's call; i = inactive; x = not tested or not shown. Compounds were not picked by outcome; any-hit rate near 7%.

SMILES	Rev-erbA mod	ssDAF-12 act	PLCb3 inh	SMARCA2 activ	DAX1 inh-1	hcDAF12 agonist	HGIII-sPLA2 inh	FXN GAA850 act	DAX1 inh-2	PG9 Ab binder	hgDAF-12 ag
Cc1occc1C(=O)N/N=C/c1c(O)ccc2ccccc12	25*	-1.5	-20	-2	-1.6	-0.3	23*	-4.1	-2.1	0.6	-4.8
O=C(Nc1ccccc1C(=O)O)c1ccc(NC(=O)C2CC2)cc1	4	-1.0	-10	-1	-1.6	1.1	-6	1.6	-0.8	0.2	-0.9
CC(C)C(=O)NCCc1c[nH]c2ccccc12	3	-0.2	2	0	-0.5	-1.4	1	1.8	-0.5	2.9	0.1
O=C1/C(=C\c2ccc([N+](=O)[O-])cc2)CCc2ccccc21	4	-0.1	7	0	2.5	3.6	10	7.1	1.0	-2.1	11*
CCCN(CC(=O)NC(=O)NCc1ccccc1)CC(=O)Nc1ccc(F)c(F)c1F	3	-0.7	-3	-7	-0.1	-1.7	9	-0.1	0.5	-2.6	1.9
O=[N+]([O-])c1cc(C(F)(F)F)cc([N+](=O)[O-])c1N1CCN(S(=O)(=O)c2ccccc2)CC1	1	-1.5	4	-3	0.6	-1.9	5	2.9	-0.6	0.7	1.4
O=C(NS(=O)(=O)c1ccc(NC(=O)C2CCCO2)cc1)c1ccccc1 (stereo unspecified)	-9	-1.1	3	0	0.9	-0.9	3	-0.5	0.1	-2.2	0.1
COc1ccc(CCC(=O)c2ccc(OC)cc2)cc1	12	0.2	-5	8	x	0.4	0	2.3	-0.8	-5.6	0.1
O=C(Nc1ccc([N+](=O)[O-])cc1)Nc1cnccn1	-4	-1.9	-5	-2	0.0	-1.6	4	1.6	-4.0	-1.0	5.6
COc1cc2c(cc1OC)C(c1ccccc1)N(Cc1ccc(S(=O)(=O)NC(=O)c3ccco3)cc1)CC2 (stereo unspecified)	1	-0.6	i	-4	x	-0.8	-16	x	1.1	1.2	-1.3
Cc1sc2nc(CSC(C)C(=O)N3CCOCC3)[nH]c(=O)c2c1C (stereo unspecified)	1	-1.2	-21	0	1.0	2.4	3	1.0	0.6	0.3	-1.9
CC(=O)c1c(C)[nH]c(C(=O)CSc2nnc(C3CCCCC3)n2N)c1C	7	-1.8	1	-2	1.2	-2.6	-11	-1.3	-0.6	-1.0	-4.0
CC(C)(C)[C@H]1CCC(=O)N([C@H](CC#N)Cc2ccccc2)CC1	-2	-1.5	2	1	2.3	-0.7	3	-0.5	-0.6	-0.7	-0.9
Cc1cccn2c(=O)c3cc(C#N)c(=NC(=O)c4ccncc4)n(CCCOC(C)C)c3nc12	1	-1.5	-143	-2	0.9	-2.5	11	3.7	-0.2	2.6	-1.4
COc1cc(/C=C2\SC(N)=NC2=O)ccc1O	-2	-1.3	-52	-2	-0.8	-1.5	-2	-4.4	0.3	-9.3	4.0
CCOc1ccc(NC(=O)CN(C)C(=O)CSc2ccccc2)cc1OCC	0	-0.9	-8	-4	0.5	-1.8	8	-0.4	-0.6	-0.3	-2.0
CCOc1ccc(CC(=O)OCc2cc(=O)n3cc(Br)ccc3n2)cc1	1	-1.1	-9	2	-0.7	0.1	0	2.3	1.1	3.8	0.4
Cc1nc2ccc(NS(=O)(=O)c3ccc4c(c3)OCCO4)cc2s1	7	-2.3	-8	-3	-4.4	-3.8	-6	-3.0	-2.3	1.6	-6.2
COC(=O)c1ccccc1NC(=O)c1cccc(COc2ccccc2Cl)c1	1	-0.5	-3	6	-1.7	0.2	-6	-2.2	0.2	-0.1	6.9
O=C(Nc1ccc(Cl)c(Cl)c1)OCCNC(=O)c1ccncc1	6	-1.2	-10	-4	-1.4	-1.9	-1	-2.1	-1.0	-0.9	1.1
N#C/C(=C\c1ccc(N2CCOCC2)c([N+](=O)[O-])c1)c1nc2ccccc2[nH]1	-2	-1.6	-40	-2	-1.5	-0.9	11	2.3	-0.4	-3.3	3.1
COc1cc2c3c(c1)-c1c(sn(-c4cc(OC)ccc4OC)c1=S)C(C)(C)N3C(=O)C2=O	15	-1.7	4	-3	-0.2	-0.3	0	1.3	-0.1	-1.7	-2.5
Cc1ccc(S(=O)(=O)n2c(C)nc3cc(C)ccc32)cc1	-2	-1.9	-2	-2	-0.5	0.0	14	0.0	0.1	-0.1	-2.8
COC(=O)[C@@H](Cc1ccccc1)NC(=O)[C@H]1O[C@@H](n2cnc3c(N)ncnc32)[C@H](O)[C@@H]1O	5	-1.1	-1	-4	x	-0.8	10	x	-0.7	-1.1	3.8
C=C[C@@H]1c2cccc(C)c2N(S(=O)(=O)c2ccc(C)cc2)[C@H](c2ccccc2)C1(C#N)S(=O)(=O)c1ccccc1 (stereo partly specified)	4	-0.3	-15	-1	-0.2	3.1	7	-0.5	0.7	-1.6	-0.4
COc1ccc(CNC(=O)CSc2nc3c(oc4ccccc43)c(=O)n2CC2CCCO2)cc1 (stereo unspecified)	-5	-0.8	-7	1	-0.4	-1.9	5	-1.2	1.1	0.3	-1.3
COCCNC(=O)Cn1cc(C(=S)N2CCCCC2)c2ccccc21	1	-1.0	-6	-1	-0.3	-0.3	5	4.0	-0.4	-0.4	1.9
C[C@@H]1CN([C@@H](C)CO)C(=O)c2cc(Br)cnc2O[C@@H]1CN(C)S(=O)(=O)c1ccc(F)cc1	-1	0.0	2	-2	2.8	-1.0	-1	2.7	-1.5	-0.2	0.1
COC(=O)c1scc(C)c1NS(=O)(=O)c1ccc(NC(C)=O)cc1	-4	-0.9	-11	-2	0.2	-0.8	-1	2.2	0.1	-1.5	-0.5
O=C(O)c1ccc(NC(=O)C2CC=CCC2C(=O)O)cc1 (stereo unspecified)	-1	-1.1	0	0	0.2	-1.3	3	-1.3	0.4	-1.1	1.3
O=C(c1ccccc1)N1CCN=C1SCc1ccc([N+](=O)[O-])cc1	3	-1.1	-3	-1	1.2	3.0	-2	1.7	-0.1	-1.8	1.0
COc1ccc(CCN2C(=O)NC(NS(=O)(=O)c3ccc(Cl)cc3)(C(F)(F)F)C2=O)cc1OC (stereo unspecified)	-6	-1.4	3	-2	-0.3	-1.0	-10	0.6	-0.2	-1.8	-4.3
CCC(C)NC(=O)CCSc1ccc(C)cc1 (stereo unspecified)	-3	-1.2	-3	-1	0.4	1.2	19*	1.2	-0.1	-0.7	1.7
Cc1cccc(C)c1C(O)c1ncc(-c2ccc(Cl)cc2)[nH]1 (stereo unspecified)	4	-1.1	3	-2	x	-0.7	5	1.5	-1.2	0.9	0.6
CCOC(=O)c1sc(NC(=S)NC(=O)C23CC4CC(CC(C4)C2)C3)cc1C	8	-0.7	1	1	1.5	-1.2	6	-1.0	0.0	-1.2	1.4
Cc1cccc(NC(=O)c2cc(-c3cc(C)c(C)cc3O)n[nH]2)c1	-5	-0.3	-1	3	2.4	3.4	9	2.9	1.6	-0.3	7.3
CSc1nc(C)c(C(=O)C[n+]2ccccc2C)cc1C#N	6	-1.5	-48	3	-1.3	0.5	-2	-1.1	-0.1	-0.8	2.0
C=C(C)C1CC=C(C)/C(=N/NC(=O)c2ccc(NC(=O)CCC)cc2)C1 (stereo unspecified)	-1	-1.7	-6	-1	0.5	-2.0	3	-0.8	-0.5	-1.0	2.5
CC(=O)Nc1cc(C(=O)N2CCCC2)ccc1S(=O)(=O)c1ccc(C)cc1	-3	-1.4	2	-2	-0.8	0.4	17	-1.0	-0.1	-0.6	-3.6
CC(=O)Nc1ccc(C(=O)NCC(c2ccco2)N(C)C)cc1 (stereo unspecified)	0	-1.1	-18	1	0.3	0.5	11	-1.1	0.4	1.8	-0.8

As a short view, part of the list above.
SMILES	Rev-erbA mod	ssDAF-12 act	PLCb3 inh	SMARCA2 activ	DAX1 inh-1	hcDAF12 agonist	HGIII-sPLA2 inh	FXN GAA850 act	DAX1 inh-2	PG9 Ab binder	hgDAF-12 ag
Cc1cccc(C)c1C(O)c1ncc(-c2ccc(Cl)cc2)[nH]1 (stereo unspecified)	4	-1.1	3	-2	x	-0.7	5	1.5	-1.2	0.9	0.6
CCOC(=O)c1sc(NC(=S)NC(=O)C23CC4CC(CC(C4)C2)C3)cc1C	8	-0.7	1	1	1.5	-1.2	6	-1.0	0.0	-1.2	1.4
Cc1cccc(NC(=O)c2cc(-c3cc(C)c(C)cc3O)n[nH]2)c1	-5	-0.3	-1	3	2.4	3.4	9	2.9	1.6	-0.3	7.3
CSc1nc(C)c(C(=O)C[n+]2ccccc2C)cc1C#N	6	-1.5	-48	3	-1.3	0.5	-2	-1.1	-0.1	-0.8	2.0
C=C(C)C1CC=C(C)/C(=N/NC(=O)c2ccc(NC(=O)CCC)cc2)C1 (stereo unspecified)	-1	-1.7	-6	-1	0.5	-2.0	3	-0.8	-0.5	-1.0	2.5

Next records
SMILES	Rev-erbA mod	ssDAF-12 act	PLCb3 inh	SMARCA2 activ	DAX1 inh-1	hcDAF12 agonist	HGIII-sPLA2 inh	FXN GAA850 act	DAX1 inh-2	PG9 Ab binder	hgDAF-12 ag
O=C(Nc1cccc(-c2ccc(N3CCCCC3)nn2)c1)c1ccco1	-10	1.6*	-25	4	-1.5	4.8	6	-1.9	7.3*	-0.6	16*
O=C(COC(=O)c1ccccc1O)NCCCc1ccccc1	-5	-1.3	-3	3	0.4	-0.2	1	0.9	-0.7	-0.6	-2.0
C=C(C)Cn1c(N2CCCC2)nc2c1c(=O)[nH]c(=O)n2C	-5	-1.5	-2	-1	1.3	-0.4	-8	-0.8	1.4	-1.9	-0.4
CCOC(=O)C1CCCN(Cc2ccc(OCc3ccccc3)c(OC)c2)C1 (stereo unspecified)	-4	-1.2	0	1	0.5	-1.3	-6	2.2	-0.4	-1.9	-1.0
